High-throughput results: PubChem BioAssay, several laboratories
PLK1 inh: human PLK1 kinase inhibitors, primary screen, biochemical, TR-FRET; Serine/threonine-protein kinase PLK1 (Homo sapiens), P53350; recombinant PLK1 kinase, TR-FRET peptide phosphorylation; inhibition, % at 10 µM; actives 0.53% (n = 97,000);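 active = inhibition of 50% or more in the single-concentration screen; inactive = inhibition below 50%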;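 note: 0% = DMSO max control and 100% = H-89 dihydrochloride min control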
Target sequence (P53350 whole entry, looked up): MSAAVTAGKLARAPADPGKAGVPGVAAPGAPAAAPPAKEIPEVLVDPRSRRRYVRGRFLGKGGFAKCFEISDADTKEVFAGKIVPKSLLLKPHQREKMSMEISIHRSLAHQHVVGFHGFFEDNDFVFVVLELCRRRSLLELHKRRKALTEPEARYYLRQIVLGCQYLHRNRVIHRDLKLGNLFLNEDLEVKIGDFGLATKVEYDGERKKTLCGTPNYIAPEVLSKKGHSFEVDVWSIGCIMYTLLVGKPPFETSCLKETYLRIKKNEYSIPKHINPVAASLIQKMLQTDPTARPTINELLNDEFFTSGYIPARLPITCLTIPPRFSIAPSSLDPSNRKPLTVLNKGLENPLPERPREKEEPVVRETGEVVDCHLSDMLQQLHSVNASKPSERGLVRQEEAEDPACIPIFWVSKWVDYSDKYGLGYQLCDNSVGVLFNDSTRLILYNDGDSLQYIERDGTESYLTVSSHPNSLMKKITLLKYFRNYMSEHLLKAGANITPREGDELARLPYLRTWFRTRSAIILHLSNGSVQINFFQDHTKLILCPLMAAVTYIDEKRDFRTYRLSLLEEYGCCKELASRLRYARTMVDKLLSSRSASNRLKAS
FAK blocker: FAK kinase inhibitors, primary screen, biochemical; Focal adhesion kinase 1 (Homo sapiens), Q05397; actives 0.84% (n = 97,000); biochemical FAK kinase activity assay; inhibition, %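 (tested at 7 µM)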; AID 727, 2007; in the data active = inhibition above about 19%;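 note: 0% = DMSO and 100% = reference compound high control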
HIV Rev-RRE inh: HIV-1 Rev-RRE binding inhibitors, primary screen, biochemical, FRET, protein-RNA interaction; P05866; Rev peptide-RRE RNA binding; inhibition, % at 8 µM; actives 0.79% (n = 97,000);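 active = inhibition above the screen-wide mean plus 3 SD, cut at about 35% in these data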;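 note: 0% = median DMSO wells and 100% = median Neomycin B control wells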
Target sequence (P05866 whole entry, looked up): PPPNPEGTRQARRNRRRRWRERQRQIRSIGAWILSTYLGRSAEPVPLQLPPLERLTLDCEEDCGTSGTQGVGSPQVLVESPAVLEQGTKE
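Assay system: Labelled RRE RNA duplex and labelled Rev peptide | Times: 5 min preincubation and 15 min binding, 25 °C | Detection: FRET, ex 480 nm, em 540 and 671 nm | Evaluation: % inhibition of FRET ratio versus controls | Benchmarks: DMSO wells as 0% and neomycin B wells as 100% inhibition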
Pyk2 oligo antag: antagonists of Pyk2 self-association, primary screen, Q293 cells, FERM NanoBiT luminescence, HTS | actives 0.83% (n = 99,000) | active compounds read low | Protein-tyrosine kinase 2-beta (Homo sapiens), Q14289 | z-score (the deposit names both 25 µM and 10 µM);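 active = Z-score of -3 or lower, scaled per plate to the spread of control and sample wells; inactive = z-score above -3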;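 note: negative z-score means lost luminescence so less FERM oligomerization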
Plk1 PBD FP: Plk1 polo box domain binding inhibitors, primary screen, biochemical, fluorescence polarization; Serine/threonine-protein kinase PLK1 (Homo sapiens), P53350; Plk1 PBD phosphopeptide binding; inhibition, %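 (tested at about 20 µM)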; actives 0.13% (n = 97,000); in the data active = inhibition above about 34%, passing the limit was not always enough
PTPN22 act: LYP phosphatase activators, primary screen, biochemical, DiFMUP fluorescence, 2 µM | activation, % at 2 µM | recombinant LYP; 0 = plate median, 100 = signal doubled | Tyrosine-protein phosphatase non-receptor type 22 (Homo sapiens), Q9Y2R2 | AID 697, 2007 | actives 0.11% (n = 96,000);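 active = activation at 2 µM above a set limit, the mean plus 5 SD, cut at about 37% in these data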
EphB4 antag: EphB4-ephrin-B2 interaction antagonists, primary screen, biochemical, TNYL-RAW peptide probe, fluorescence polarization; Ephrin type-B receptor 4 (Homo sapiens), P54760; actives 0.15% (n = 97,000); inhibition, % at 7 µM; EphB4 LBD / TNYL-RAW-Alexa532 peptide;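 active = inhibition above the screen-wide mean inhibition plus 3 SD, cut at about 15% in these data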;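 note: 0% = DMSO wells and 100% = excess unlabeled TNYL-RAW peptide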
PTPN22 inh 2: PTPN22 phosphatase inhibitors, primary screen, biochemical, DiFMUP fluorescence, 2 µM | Tyrosine-protein phosphatase non-receptor type 22 (Homo sapiens), Q9Y2R2 | AID 640, 2007 | actives 0.21% (n = 96,000) | recombinant LYP catalytic domain | inhibition, % at 2 µM;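 active = inhibition at 2 µM at or above a set limit, the screen mean plus 3 SD, cut at about 24% in these data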;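 note: 0% = DMSO with enzyme and 100% = enzyme fully blocked by orthovanadate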
F-actin modifier: modifiers of F-actin cytoskeleton organization, primary screen, imaging, HUVEC, phalloidin staining, high-content imaging; inhibition, % at 2 µM; AID 836, 2007; actives 0.18% (n = 91,000); HUVEC TNFa F-actin phalloidin imaging;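 active = inhibition above the batch mean plus 3 SD and confirmed as a hit by visual image inspection, cut at about 30% in these data, passing the limit was not always enough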; note: strong numbers were not always called active
An asterisk follows results filed as active; . = not tested or not shown. The order is random; any-hit rate near 3.5%.

SMILES	PLK1 inh	FAK blocker	HIV Rev-RRE inh	Pyk2 oligo antag	Plk1 PBD FP	PTPN22 act	EphB4 antag	PTPN22 inh 2	F-actin modifier
COc1ccc(Cl)cc1NC(=O)CC(C)c1ccccc1 (stereo not given)	3	1	7	-0.36	-5	6	-7	-4	-12
O=C(CCSCCC(=O)NCc1ccccc1)NCc1ccccc1	-4	-1	3	-0.22	-8	6	3	-5	4
CCOCCCNC(=O)C(c1ccc(Cl)cc1)N1CCN(c2ccccc2)CC1 (stereo not given)	-6	.	.	.	21	-8	.	7	-16
Cc1ccc(C(=O)NCC(=O)NCC(=O)OCc2ccc(Oc3ccc([N+](=O)[O-])cc3)cc2)cc1	1	5	5	0.69	-24	0	3	2	-2
O=C(O/N=C/c1ccc2c(c1)OCO2)c1ccccc1Cl	-5	2	8	.	5	6	-4	-3	15
COc1ccc(CCNc2nc(-c3cccnc3)cs2)cc1OC	-4	5	2	-2.2	13	5	7	-8	13
CCCCN=c1scc(-c2ccc3c(c2)NC(=O)CO3)n1N=C1CCCC1	-15	4	4	0.23	-16	1	-4	0	-7
Cc1ccccc1N1CCN(Cc2cccc(C(=O)O)c2)CC1	2	-1	6	1.4	6	-6	6	5	26
CS(=O)(=O)N1CCC(C(=O)N2CCc3ccccc3C2)CC1	-9	0	8	1.1	43	1	-3	3	-18
COc1ccc(-n2c(COc3ccccc3)nnc2SCC(N)=O)cc1	-5	-4	-1	-0.13	1	0	5	-2	5
O=C(c1cc(-c2ccccc2)nc2ccccc12)N1CCOCC1	-11	3	7	-1.1	-9	-2	8	-1	12
CC1=CCC2C(=O)N(c3ccc(C)cc3)C(=O)C2C1 (stereo not given)	-5	1	6	-1.3	-12	-10	0	13	.
O=C(c1ccco1)N1CCN(c2ncnc3c2oc2ccccc23)CC1	-7	1	4	0.28	3	20	-7	-16	.
O=C1C2C3c4ccccc4C(c4ccccc43)C2C(=O)N1Cc1cccnc1 (stereo not given)	-19	1	-3	-0.1	-9	-2	1	0	16
O=C(NCCCO)c1nc2ccccc2s1	-10	3	6	-0.48	9	-8	5	11	-21
O=C(NCCCN1CCN(Cc2ccccc2)CC1)C1CCN(S(=O)(=O)N2CCCC2)CC1	0	0	4	-0.26	-31	2	4	-5	21
CSc1nc2ccccc2n1Cc1cccc(F)c1	-18	4	10	-0.15	3	-6	-9	4	-6
CCOC(=O)N1CCN(C(=O)CCCOc2ccccc2)CC1	-8	-1	-2	0.59	-15	9	-8	-9	-20
COC(=O)Nc1ccc(S(=O)(=O)N2CCN(c3ccc(F)cc3)CC2)cc1	-4	1	10	0.12	-8	-7	-9	7	-1
CCNC(=O)NC(=O)COC(=O)c1ccccc1SCC(=O)NC(=O)NCC	-3	3	5	0.02	4	-9	6	8	-14
O=C(Nc1cccc(F)c1)C1CCCN1S(=O)(=O)c1cccc2cccnc12 (stereo not given)	4	2	3	.	3	-6	4	3	16
Clc1ccc(CSc2snnc2-c2ccccc2)c(Cl)c1	1	0	9	-0.34	0	-1	-8	4	19
COc1ccc(N(C(=O)Cn2nnc3ccccc32)C(C(=O)NCc2ccco2)c2ccc(C)o2)cc1 (stereo not given)	-12	-4	2	-0.87	16	-2	-9	2	-3
COC(=O)C(NC(=O)c1ccccc1)(Nc1nc(C)cs1)C(F)(F)F (stereo not given)	5	2	3	0.52	-23	1	-4	-3	4
Clc1ccc(-n2ncc3c(NCc4ccc5c(c4)OCO5)ncnc32)cc1	-9	0	4	-0.42	13	10	-6	-10	-15
CCOC(=O)C1=C(C)NC(SCC(=O)Nc2cc(C)on2)=C(C#N)C1c1cccs1 (stereo not given)	-3	2	9	-0.56	3	1	-4	-1	-6
Cc1ccc(S(=O)(=O)N2CC3(C)CN(S(=O)(=O)c4ccc(C)cc4)CC(C)(C2)C3=O)cc1	-3	-2	8	-0.3	-13	2	2	2	12
CC(=O)c1cc2c(cc1NC(=O)CN1CCCCC1C)OCO2 (stereo not given)	-1	1	3	-1.8	6	0	-5	0	1
C/C(=N\O)C1/C(=N/O)CC2C1C2(C)C (stereo not given)	-9	1	4	0.58	12	4	0	-3	15
Clc1cccc(Nc2ncnc3ccc(Br)cc23)c1	-22	8	2	-1.6	-18	2	-5	2	5
O=[N+]([O-])c1ccc(O)c(-c2nn[nH]n2)c1	2	-2	-1	0.84	-14	-8	-1	7	6
COc1cccc(C(=O)N(CN2CCCC2=O)c2cccc(Cl)c2)c1OC	3	0	0	-0.11	23	11	-2	-13	5
CN(Cc1c(F)cccc1Cl)c1nnnn1-c1ccccc1	-4	-5	2	-0.84	-11	4	-1	-4	22
CCCCN1C(=O)C2C(c3ccc(OC)cc3O)NC(CC(C)C)(C(=O)O)C2C1=O (stereo not given)	-10	0	4	.	11	4	-2	-6	-5
CCn1c(=O)c2c(nc(SCC(=O)NCC3CCCO3)n2C)n(C)c1=O (stereo not given)	-15	3	9	0.39	5	1	6	-1	-25
CCOCCCn1c(SCC(=O)Nc2ccc(C(N)=O)cc2)nc2ccccc2c1=O	-10	-2	0	-0.32	-11	0	0	-1	13
COC(=O)c1ccccc1NC(=O)Cn1cnc2cc(C)c(C)cc21	-9	-1	11	1.3	-21	1	-5	-3	32
COc1ccccc1NC(=O)Cn1c(=O)n2nc(C)nc2c2ccccc21	3	-1	1	.	9	-4	-2	1	-1
COc1ccc(C2(CCN)CC(C)N(C)CC2C)cc1 (stereo not given)	24	3	13	0.05	-20	-9	1	8	35
CCc1ccccc1N1CC(C(=O)O)CC1=O (stereo not given)	-11	-5	3	-0.36	9	-12	2	9	0
Cc1cc(Cl)ccc1OCCCC(=O)N1CCCCC1	-14	-2	10	0.01	-8	3	4	-3	3
O=C(Nc1ccc(N2CCCC2)cc1)C(c1ccccc1)c1ccccc1	-9	46*	12	-0.24	-22	-12	2	12	-11
COc1cc(CNCc2ccco2)ccc1OCc1ccccc1	3	1	0	1.2	-32	-8	-5	6	46*
Cc1ccc(N(C(=O)CNC(=O)c2ccco2)C(C(=O)NC2CCCC2)c2cccnc2)cc1C (stereo not given)	-19	-3	9	-1.4	-18	-3	-5	4	-3
CS(=O)(=O)N(CC(=O)NCc1ccccn1)Cc1ccc(Cl)cc1	-16	0	2	0.13	-10	-7	1	4	-8

Complete entries, quoted from the list. Values in the order: PLK1 inh	FAK blocker	HIV Rev-RRE inh	Pyk2 oligo antag	Plk1 PBD FP	PTPN22 act	EphB4 antag	PTPN22 inh 2	F-actin modifier
Profile of CCOCCCn1c(SCC(=O)Nc2ccc(C(N)=O)cc2)nc2ccccc2c1=O → -10	-2	0	-0.32	-11	0	0	-1	13
Profile of CN(Cc1c(F)cccc1Cl)c1nnnn1-c1ccccc1 → -4	-5	2	-0.84	-11	4	-1	-4	22

Remaining list, next part
SMILES	PLK1 inh	FAK blocker	HIV Rev-RRE inh	Pyk2 oligo antag	Plk1 PBD FP	PTPN22 act	EphB4 antag	PTPN22 inh 2	F-actin modifier
CC(C)c1nc2oc3c(NCC4CCCO4)ncnc3c2c2c1COC(C)(C)C2 (stereo not given)	-16	1	3	-0.94	10	7	-6	-10	17
O=S(=O)(c1cccc2nonc12)N1CCN(c2cccc(Cl)c2)CC1	-6	-3	6	-1.5	-27	8	3	-4	2
O=C(CC(c1ccccc1)c1ccccc1)NCC1CCCO1 (stereo not given)	-17	-1	3	0.4	10	5	-1	-2	5
N#Cc1nc(COc2ccc(Br)cc2)oc1N1CCCCCC1	-10	-2	10	.	14	-4	-1	1	5
CCn1c(Cc2c(C)[nH]c3ccccc23)nnc1SCC(=O)NCc1ccccc1	-5	-3	-1	-0.49	-11	6	-6	-7	-16
COC(=O)C1C(=O)C2=C(CC1C)NC(C)=C(C(=O)OC(C)C)C2c1ccc(C)o1 (stereo not given)	22	-1	5	-0.38	0	4	1	-3	-11
CC1(C)C(=O)C2(CCCCC2)C(=O)OC1c1cccs1 (stereo not given)	-12	0	4	-0.44	1	-6	-2	3	.
Cc1cc(C=O)c(C)n1-c1ccc(N2CCCCC2)c([N+](=O)[O-])c1	-18	17	6	-0.25	21	-2	3	5	14
Cc1cccc(C2CC(c3ccccc3)Nc3ncnn32)c1 (stereo not given)	37	.	.	.	3	0	.	-1	-2
Cc1cnc(-c2nnc(N(C)C(=O)C3CCOC3)s2)cn1 (stereo not given)	-12	-3	4	0.28	2	0	0	-3	-3
COC(=O)COc1ccc(S(=O)(=O)Nc2ccccc2SC)cc1	-17	-2	2	1.2	1	6	7	-7	-9
O=C(/C(=C/c1ccccc1)c1ccccc1)N1CCCCC1	4	2	6	-0.23	-3	-1	0	4	13
CCOc1ccc(N2C(=O)c3cccnc3C2Nc2ccc(OC)cc2)cc1 (stereo not given)	2	0	3	-0.97	-8	-2	-3	0	13
Cn1cccc1C(=O)NC(=O)COC(=O)c1ccccc1O	-2	-1	2	-0.02	-4	1	-4	-3	-11
O=C(Nc1sc2c(c1C(=O)NCc1cccnc1)CCCC2)c1ccco1	-3	1	7	-2	7	3	0	-8	-4
COc1ccc(C(=O)N/C(=C/c2cccs2)C(=O)NCCCn2ccnc2)cc1OC	-15	-2	-2	0.02	17	1	-6	3	6
COCCn1c(=O)c2c(nc3n2CCN3c2ccc(C)cc2)n(C)c1=O	-11	-1	2	.	-4	5	-2	-8	-35
NC(=O)c1ccccc1OCC(=O)NC12CC3CC(CC(C3)C1)C2	-12	2	1	1	8	-2	-5	3	-6
CCOC(=O)N1CCC(N2Cc3cccc(C(=O)NCC4CCN(CC(C)C)C4)c3C2=O)CC1 (stereo not given)	-5	1	9	.	2	4	6	-8	16
CCS(=O)(=O)/N=C(\N)c1ccccc1	-2	-6	3	1.2	-17	-4	-6	2	-4
CN(C)C(=O)CSC1c2ccccc2C(=O)N1c1ccccc1 (stereo not given)	-3	1	0	-0.17	-12	10	-7	-8	-2
Cc1ccc(C(=O)OCc2nnc(-c3ccccc3)o2)o1	-5	-1	1	1.1	13	14	3	-17	.
Cc1ccc(/C=C(/NC(=O)c2ccccc2)C(=O)NCCc2c[nH]c3ccccc23)o1	-9	3	6	0.52	-24	-3	4	7	18
COC(=O)c1ccc(COc2ccccc2/C=N/NS(=O)(=O)c2ccccc2)cc1	12	-10	-1	-1.7	12	9	-11	-5	-17
Cc1nc(C(C)(C)O)n(-c2ccccc2)n1	-7	-8	3	-0.28	20	5	-6	-2	8
CC1Cc2ccccc2N1C(=O)Cn1c(=O)cc(O)c2ccccc21 (stereo not given)	-15	9	2	0.92	-14	2	-4	1	-7
COC(=O)c1c(NC(=O)C2CC2)sc2c1CCCC2	-5	4	17	.	-20	4	-8	-6	5

3 entries already listed, ordered by their value in PLK1 inh, falling.
SMILES	PLK1 inh	FAK blocker	HIV Rev-RRE inh	Pyk2 oligo antag	Plk1 PBD FP	PTPN22 act	EphB4 antag	PTPN22 inh 2	F-actin modifier
CCOC(=O)N1CCN(C(=O)CCCOc2ccccc2)CC1	-8	-1	-2	0.59	-15	9	-8	-9	-20
CC1Cc2ccccc2N1C(=O)Cn1c(=O)cc(O)c2ccccc21 (stereo not given)	-15	9	2	0.92	-14	2	-4	1	-7
CSc1nc2ccccc2n1Cc1cccc(F)c1	-18	4	10	-0.15	3	-6	-9	4	-6
